# From PubChem BioAssay
# AID2073: inhibitors of Mint1-CaV2.2 protein interaction, biochemical, HTRF (AID 2073); HTRF protein-protein interaction, Mint1-CaV2.2; higher % means a stronger effect; one-dose inhibition, % at 20 µM; IC50 in µM for titrated hits; 290,000 compounds, 0.19% hits; in the data active means inhibition mostly above about 51%, no sharp cut-off; inconclusive means no clear call, values can overlap the other calls; inactive means mostly below about 53%; further: some results filed as inactive read as strong as hits
# GPR55 antagonists: GPR55 antagonists blocking LPI-driven arrestin recruitment, primary screen, imaging, U2OS, beta-arrestin-GFP, LPI agonist (AID 2013). U2OS GPR55 beta-arrestin-GFP translocation imaging, LPI antagonism; higher % means a stronger effect. inhibition, % at 10 µM, or IC50 in µM where a hit was titrated. 290,000 compounds, 0.13% hits;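 active means spots per cell inhibited over 60%, with over 100 cells counted and total cytoplasm intensity under 500,000; inconclusive means wells with under 100 cells, flagged as likely toxic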;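 further: U2OS cells stably carrying GPR55 and arrestin-GFP stimulated by 5 µM LPI near EC80; imaged beta-arrestin-GFP aggregate spots per cell after agonist stimulation; plate controls were LPI-stimulated DMSO wells for no effect and DMSO wells without LPI for full effect; some results filed as inactive read as strong as hits; confirmed hits need IC50 under 10 µM and bright autofluorescent wells are also inconclusive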
# NTR1 agonist: agonists of NTR1, primary screen, imaging, U2OS cells, beta-arrestin-GFP, high content (AID 493036) | 330,000 compounds, 0.17% hits | activation, % at 20 µM | Neurotensin receptor type 1 (Homo sapiens), P30989 | NTR1-U2OS beta-arrestin-GFP spot imaging, agonist mode;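 active means activation at or above 40% of the spot to cytoplasm intensity ratio, with at least 20 cells analyzed; inconclusive means wells under 20 cells, flagged as cytotoxic or low count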;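 further: 0% = DMSO without peptide and 100% = 100 nM NTR1 peptide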
# Target sequence (P30989 whole entry, looked up): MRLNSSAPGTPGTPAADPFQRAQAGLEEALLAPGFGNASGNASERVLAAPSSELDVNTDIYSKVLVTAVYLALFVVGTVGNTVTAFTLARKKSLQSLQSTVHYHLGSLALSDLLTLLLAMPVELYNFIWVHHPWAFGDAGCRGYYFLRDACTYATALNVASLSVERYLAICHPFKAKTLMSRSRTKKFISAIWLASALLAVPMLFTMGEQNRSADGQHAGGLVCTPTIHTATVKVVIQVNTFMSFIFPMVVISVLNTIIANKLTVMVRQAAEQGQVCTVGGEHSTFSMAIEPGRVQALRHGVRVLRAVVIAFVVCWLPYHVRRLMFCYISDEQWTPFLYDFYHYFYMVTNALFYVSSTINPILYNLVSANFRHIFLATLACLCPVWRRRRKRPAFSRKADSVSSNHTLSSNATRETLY
# UTI89 phage lysis: inhibition of K1F phage lysis, E. coli UTI89, bacterial capsule biogenesis inhibitors, alamar blue (AID 488966); E. coli UTI89 K1F phage lysis, alamar blue, 2 h; higher % means a stronger effect; 340,000 compounds, 0.02% hits; one-dose inhibition, % at 100 µM; IC50 in µM for titrated hits;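 active means phage lysis inhibition, versus mean bacterial control, above a set limit; inconclusive means no clear call, values can overlap the other calls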;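 further: capsule biogenesis inhibitors block K1F phage lysis so surviving cells raise fluorescence; higher fluorescence means more inhibition of phage lysis; actives were called in the ten point dose series up to 300 µM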
# SIAH1 antagonists: Siah-1 peptide-binding antagonists, primary screen, biochemical, fluorescence polarization, rhodamine-plectin, uHTS (AID 1817); Siah-1 / rhodamine-plectin peptide fluorescence polarization; higher % means a stronger effect; E3 ubiquitin-protein ligase SIAH1 (Homo sapiens); displacement, % at 20 µM; hits with a dose series show IC50 in µM; 290,000 compounds, 0.02% hits;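 active means displacement of at least 50% at 20 µM, with a fluorescence ratio check between 0.3 and a set limit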;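 further: plate controls were Siah plus tracer with DMSO for no effect and tracer alone without Siah for full effect; strong numbers were not always called active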
# Dengue-2 NS5 capping: Dengue-2 NS5 methyltransferase inhibitors, primary screen, biochemical, confirmation dose response (AID 588689) | Dengue-2 NS5 methyltransferase capping enzyme assay, biochemical; higher % means a stronger effect | one-dose inhibition, % at 25 µM; IC50 in µM for titrated hits | 340,000 compounds, 0.3% hits; in the data active means a potency from the dose series; inconclusive means inhibition above about 29% without an active follow-up result
# HIV fusion peptide: inhibitors of HIV fusion peptide binding, primary screen, biochemical, uHTS, fluorescence dequenching (AID 1986). inhibition, % at 20 µM; hits with a dose series show IC50 in µM. 290,000 compounds, 0.3% hits. cell-free peptide binding, fluorescence dequenching, 30 min; higher % means a stronger effect; in the data active means inhibition mostly above about 52%, no sharp cut-off; inactive means mostly below about 76%; further: some results filed as inactive read as strong as hits
# GPR35 antagonists: GPR35 antagonists blocking zaprinast-driven arrestin recruitment, primary screen, imaging, U2OS, beta-arrestin-GFP, zaprinast agonist (AID 2058); G-protein coupled receptor 35 (Homo sapiens); U2OS GPR35 beta-arrestin-GFP translocation imaging, zaprinast antagonism; higher % means a stronger effect; inhibition, % at 10 µM, or IC50 in µM where a hit was titrated; 290,000 compounds, 0.052% hits;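 active means inhibition of at least 50% with at least 30 cells and total cytoplasm GFP at most 10,000,000; inconclusive means under 30 cells or total GFP of 10,000,000 plus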
# GPR55 beta-arrestin: GPR55 agonists via beta-arrestin recruitment, primary screen, imaging, U2OS cells, beta-arrestin-GFP redistribution (AID 1961) | 290,000 compounds, 0.048% hits | one-dose activation, % at 10 µM; EC50 in µM for titrated hits | G-protein coupled receptor 55 (Homo sapiens) | U2OS GPR55 beta-arrestin-GFP redistribution imaging; higher % means a stronger effect;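 active means activation above 40% with more than 50 cells counted in the well; inconclusive means wells holding fewer than 50 cells, flagged as toxic or sparse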;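 further: U2OS osteosarcoma cells stably expressing GPR55 and beta-arrestin-GFP; plate controls were DMSO negative control for no effect and LPI positive control for full effect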
# NTR1 agonist cell count 20 µM: also measured in NTR1 agonist; calls as there; cell count; measured here: cell count, cytotoxicity flag
# * = called active by the depositor; i = inactive; ? = inconclusive; / = no result given; [ ] = dose if it differs, or a comment. Random draw from the library. Share with any hit: about 1.2%.
SMILES	AID2073	GPR55 antagonists	NTR1 agonist	NTR1 agonist cell count 20 µM	UTI89 phage lysis	SIAH1 antagonists	Dengue-2 NS5 capping	HIV fusion peptide	GPR35 antagonists	GPR55 beta-arrestin
CCCCN(CC)CCNC(=O)c1cc2c(-c3ccc(Cl)cc3)nn(C)c2s1	33%	21%	22	91	0.8%	0%	-4%	0.3%	2%	-0.1%
COCCNCC(O)CON=C1c2ccccc2-c2ccccc21 (stereo unspecified)	1%	11%	3.0	57	-0.3%	6%	4%	-1.8%	0%	-0.5%
CCCCNC(=O)c1cc(C)no1	8%	-8%	-1.2	84	0.3%	7%	-4%	-0.3%	1%	1.3%
CCOC(=O)N1CCN(C(=O)C(=O)Nc2ccc3nc4n(c(=O)c3c2)CCCCC4)CC1	0%	14%	-2.2	86	-0.6%	0%	6%	-0.4%	-11%	-0.2%
CC1CC(C)CN(S(=O)(=O)c2ccc(NC(=S)NC(=O)c3ccccc3)cc2)C1 (stereo unspecified)	1%	4%	2.8	62	0.2%	-2%	-3%	-4.4%	1%	0.0%
O=C(/C=C/c1ccc([N+](=O)[O-])cc1)N(c1ccccn1)C1CCCCC1	10µM*	9%	-1.0	49	0.2%	0%	1%	7.7%	18%	0.2%
Cc1ccc(OCC(=O)Nc2ccc(S(=O)(=O)N3CCCC3)cc2)cc1	7%	16%	-0.2	39	0.0%	23%	3%	-0.9%	-14%	-0.2%
Cc1ncc(N=Nc2ccccc2Cl)c(-c2ccccc2)n1	-7%	10%	2.9	58	1.4%	2%	3%	-6.0%	6%	0.0%
C=CCn1c(C)c(C(=O)OCC)c2cc(O)c3ccccc3c21	16%	7%	1.3	98	-0.8%[50 µM]	2%	2%	0.5%	-12%	-0.2%
COc1ccc(-c2cc(C(=O)N3CCCC3)c3ccccc3n2)cc1OC	13%	-2%	0.0	56	-0.3%	-1%	-10%	0.1%	-5%	-0.1%
CCn1c2ccccc2c2cc(NC(=O)c3cccc([N+](=O)[O-])c3C)ccc21	13%	3%	2.0	52	-5.7%	-2%	-9%	3.5%	-20%	0.0%
Cc1ccsc1/C=C1/C(=O)NN(c2ccccc2)C1=O	-12%	5%	-0.1	76	0.0%	6%	-2%	1.8%	12%	-0.4%
COc1ccc2c(c1)c(CC(=O)Nc1cc(C)ccc1C)c(C)n2C(=O)c1ccc(Cl)cc1	-5%	6%	0.4	56	4.7%	-2%	3%	-4.1%	5%	-0.4%
CC1=NNC(=O)C1C(c1ccc(Cl)cc1)C(C#N)C#N (stereo unspecified)	-1%	-4%	1.0	52	/	15%	/	0.4%	8%	-0.1%
COc1ccc(Nc2nc(N/N=C/c3ccc(N(C)C)cc3)nc(C)c2[N+](=O)[O-])cc1	15%	18%	12	71	-0.2%[50 µM]	8%	-4%	-4.8%	16%	0.3%
Fc1ccccc1CNCC1CCCO1 (stereo unspecified)	5%	4%	-0.3	49	0.6%	3%	0%	-0.8%	5%	-0.1%
COc1ccc2ccccc2c1/C=N/Nc1cccc(C(=O)O)c1	10%	-1%	0.4	51	-0.1%	-3%	13%	9.4%	-8%	-0.1%
NS(=O)(=O)c1ccc(NC(=O)/C=C/c2cn(-c3ccccc3)nc2-c2cccc(Cl)c2)cc1	?	5%	4.9	53	0.4%	-19%	-8%	14%	9%	-0.1%
COc1ccc(C(=O)NNC(=S)NC(=O)c2cccnc2)cc1	2%	-4%	1.2	67	-0.2%	-4%	-4%	1.1%	11%	-0.1%
CCOC(=O)c1cnc(-n2cc(C)cn2)nc1NCc1ccc2c(c1)OCO2	-1%	2%	8.7	82	8.3%	-1%	-5%	-0.3%	-1%	-0.2%
O=C(CCc1ccc(S(=O)(=O)N2CCOCC2)cc1)Oc1ccccc1	1%	3%	1.0	69	4.6%	-1%	-2%	-0.4%	0%	-0.1%
O=C(COc1ccc2ccccc2c1)N1CCN(C(=O)c2ccco2)CC1	0%	1%	-0.6	79	0.0%	-1%	-5%	0.9%	7%	-0.4%
Cc1ccccc1NC(=O)Cc1nnc(NC(=O)Nc2ccccc2F)s1	23%	-7%	-0.7	54	0.6%	-2%	2%	-0.4%	5%	-0.3%
CC(CC(=O)c1cccs1)CC(=O)c1cccs1	10%	-1%	0.2	52	1.9%	1%	-1%	-3.2%	-11%	-0.3%
COC(=O)Cn1c2ccc(OC)cc2c2nc(C)sc21	?	-2%	0.2	63	-1.5%	-2%	-5%	0.5%	4%	-0.2%
Cc1cccc(Nc2nc3ccccc3n3nnnc23)c1	25%	20%	1.3	100	0.1%	7%	5%	1.2%	14%	1.0%
CCOc1ccc(/C=C2\SC(=S)N(C(C(=O)O)c3ccccc3)C2=O)cc1OC (stereo unspecified)	-8%	14%	0.8	58	0.5%	9%	17%	12%	1%	-0.1%
COc1ccccc1CNC(=O)C(C)n1nc(C)c2c(C)n(-c3ccccc3)nc2c1=O (stereo unspecified)	10%	5%	0.8	53	0.1%	-4%	2%	0.3%	32%	0.0%
COC(=O)C1=C(C)N=c2s/c(=C/c3cccs3)c(=O)n2C1c1cccs1 (stereo unspecified)	1%	47%	0.3	101	0.5%	0%	19%	14%	-2%	-0.1%
CCCCN(CCCC)CC(O)Cn1c2ccccc2c(=O)c2ccccc21 (stereo unspecified)	7%	4%	2.5	62	/	0%	/	-0.6%	-11%	-0.1%

# Profiles from above. Order of screens: AID2073, GPR55 antagonists, NTR1 agonist, NTR1 agonist cell count 20 µM, UTI89 phage lysis, SIAH1 antagonists, Dengue-2 NS5 capping, HIV fusion peptide, GPR35 antagonists, GPR55 beta-arrestin
# Profile of `O=C(CCc1ccc(S(=O)(=O)N2CCOCC2)cc1)Oc1ccccc1` = 1%, 3%, 1.0, 69, 4.6%, -1%, -2%, -0.4%, 0%, -0.1%
# Profile of `CCCCN(CCCC)CC(O)Cn1c2ccccc2c(=O)c2ccccc21` (stereo unspecified) = 7%, 4%, 2.5, 62, /, 0%, /, -0.6%, -11%, -0.1%
# Profile of `COC(=O)C1=C(C)N=c2s/c(=C/c3cccs3)c(=O)n2C1c1cccs1` (stereo unspecified) = 1%, 47%, 0.3, 101, 0.5%, 0%, 19%, 14%, -2%, -0.1%

# Further compounds follow.
SMILES	AID2073	GPR55 antagonists	NTR1 agonist	NTR1 agonist cell count 20 µM	UTI89 phage lysis	SIAH1 antagonists	Dengue-2 NS5 capping	HIV fusion peptide	GPR35 antagonists	GPR55 beta-arrestin
COc1ccc(C2SCC(=O)N2Cc2ccccc2)cc1 (stereo unspecified)	5%	3%	1.8	61	-0.2%	-2%	-5%	-0.3%	2%	0.4%
CC1CN(S(=O)(=O)c2ccc(C(=O)Nc3nc(-c4cc5ccccc5o4)cs3)cc2)CC(C)O1 (stereo unspecified)	22%	-4%	3.7	97	-0.2%	-1%	-1%	-1.1%	-9%	0.4%
COc1ccc(C2=CC3=C(Br)C(=O)C(C)(OC(=O)C4CCCC4)C(=O)C3=CO2)cc1 (stereo unspecified)	-11%	12%	0.0	52	-0.2%	2%	25%	36%	-6%	-0.1%
O=c1nc2n(c3ccccc13)Cc1ccccc1-2	2%	5%	/	/	/	2%	/	-1.0%	-10%	0.3%
O=C(NCC1CCCO1)c1cccc(Oc2c(Cl)cccc2[N+](=O)[O-])c1 (stereo unspecified)	8%	4%	1.4	56	0.7%[50 µM]	-11%	-6%	-1.3%	12%	-0.2%
COc1ccc(C(=O)C2CCCN(C(=O)c3ccc4nccnc4c3)C2)c(C)c1 (stereo unspecified)	-1%	20%	-0.8	57	0.2%	1%	-2%	-1.4%	2%	-0.1%
O=C(NC1CCS(=O)(=O)C1)/C(=C/c1ccco1)NC(=O)c1ccccc1 (stereo unspecified)	-9%	-2%	-0.3	52	3.0%	2%	-5%	-0.7%	-21%	-0.1%
COc1cccc(CN(C)C(=O)[C@@H](NC(=O)c2ccc(C)cc2)C(C)C)c1	1%	-11%	0.3	57	0.0%	1%	-7%	-0.9%	7%	-0.2%
CCn1c2ccccc2c2cc(NC(=O)COC(=O)c3cc(Cl)c(N)cc3OC)ccc21	29%	4%	10	58	0.1%	-6%	-4%	2.0%	13%	0.3%
NC(=O)c1ccccc1NC(=O)N1CCOCC1	2%	8%	-1.0	72	-1.7%	-3%	-10%	-1.0%	13%	0.5%
CCc1ccc(NC(=O)C(=O)NNC(=O)c2cccs2)cc1	6%	-3%	-0.1	56	i	-3%	1%	2.9%	4%	-0.1%
O=C(N/N=C/c1ccc2c(c1)OCO2)C(O)c1ccccc1 (stereo unspecified)	3%	8%	-1.7	62	1.3%	0%	0%	-2.8%	1%	0.0%
Cc1ccc(/C=C(\C#N)C(=O)Nc2cccc3ncccc23)o1	50%	-1%	3.7	77	0.2%	73%	-10%	78%*	-2%	0.7%
N=c1ccn(Cc2ccc(Cl)cc2Cl)cc1	7%	-8%	-1.1	54	0.3%	-7%	-3%	0.3%	-3%	0.0%
CCCCc1nc2cc(C(=O)N(C)C3CCOCC3)ccc2o1	10%	12%	-0.2	63	1.5%[50 µM]	-1%	-4%	-0.5%	11%	-0.1%
Cc1c(NC(=O)/C(C#N)=C/c2c(N3CCCCC3)nc3ccccn3c2=O)c(=O)n(-c2ccccc2)n1C	33%	2%	0.8	52	-1.9%	4%	5%	-0.2%	6%	0.5%
COC(=O)CCNC(=O)c1ccc2nc(Cc3ccc(OC)c(OC)c3)oc2c1	3%	-7%	0.9	52	0.4%	-2%	1%	0.7%	6%	0.6%
COc1ccc(NC(=O)CSc2nnc(C(C)C)n2N)cc1	-6%	-6%	-0.6	67	3.6%[50 µM]	-3%	-1%	-1.0%	4%	-0.2%
Clc1ccc(-n2nnc(-c3cccnc3)n2)cc1Cl	4%	-22%	-1.4	84	1.6%	4%	-1%	-2.0%	-10%	0.6%
